High-throughput results: PubChem, The Scripps Research Institute Molecular Screening Center
TEAD-YAP inh = TEAD-YAP interaction inhibition; inhibition, % at 9.12 µM; AID 1259422; HEK-TIYL cells, TEAD-Gal4/YAP UAS-luciferase luminescence; 1.4% of 640,000 active; in the data active = inhibition above about 32%;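 note: 0% = median of test compound wells and 100% = reference inhibitor wells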
FBW7 act = human FBW7 E3 ligase activation, primary screen | Q969H0 | AlphaScreen FBW7–phospho-cyclin E peptide binding, activator screen | normalized activity (activation), % at 26.1 µM | 0.13% of 650,000 active; in the data active = normalized activity above about 1.9%;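 note: purified mutant Fbw7 with reduced substrate affinity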
MITF primary = human MITF inhibition, primary screen; O75030; AlphaScreen MITF homodimerization, bead proximity signal; inhibition, % at 2.6 µM; 0.91% of 650,000 active; AID 1259374; in the data active = inhibition above about 50%;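 note: 0% = vehicle wells with protein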
Target sequence (O75030 whole entry, looked up): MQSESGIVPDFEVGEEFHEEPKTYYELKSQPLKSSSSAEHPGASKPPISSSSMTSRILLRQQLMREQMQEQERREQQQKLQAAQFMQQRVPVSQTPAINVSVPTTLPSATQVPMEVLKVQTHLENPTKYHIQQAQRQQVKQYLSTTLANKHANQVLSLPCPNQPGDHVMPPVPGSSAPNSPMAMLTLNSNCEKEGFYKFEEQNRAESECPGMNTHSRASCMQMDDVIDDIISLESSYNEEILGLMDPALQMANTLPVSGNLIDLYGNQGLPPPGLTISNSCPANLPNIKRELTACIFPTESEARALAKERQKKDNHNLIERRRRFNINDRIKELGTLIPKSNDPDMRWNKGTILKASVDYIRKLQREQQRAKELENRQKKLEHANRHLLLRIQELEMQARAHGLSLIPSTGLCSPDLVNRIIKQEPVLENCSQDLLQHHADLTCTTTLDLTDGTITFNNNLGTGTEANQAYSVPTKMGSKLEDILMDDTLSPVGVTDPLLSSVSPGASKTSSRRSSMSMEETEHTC
GPR151 activ = activators of human GPR151 | Q8TDV0 | PathHunter beta-arrestin GPR151 cells, luminescence | activation, % at 11.2 µM | 1% of 650,000 active | AID 1508602; in the data active = activation above about 4.9%;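 note: 0% = median of compound wells and 100% = cells with positive control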
Target sequence (Q8TDV0 whole entry, looked up): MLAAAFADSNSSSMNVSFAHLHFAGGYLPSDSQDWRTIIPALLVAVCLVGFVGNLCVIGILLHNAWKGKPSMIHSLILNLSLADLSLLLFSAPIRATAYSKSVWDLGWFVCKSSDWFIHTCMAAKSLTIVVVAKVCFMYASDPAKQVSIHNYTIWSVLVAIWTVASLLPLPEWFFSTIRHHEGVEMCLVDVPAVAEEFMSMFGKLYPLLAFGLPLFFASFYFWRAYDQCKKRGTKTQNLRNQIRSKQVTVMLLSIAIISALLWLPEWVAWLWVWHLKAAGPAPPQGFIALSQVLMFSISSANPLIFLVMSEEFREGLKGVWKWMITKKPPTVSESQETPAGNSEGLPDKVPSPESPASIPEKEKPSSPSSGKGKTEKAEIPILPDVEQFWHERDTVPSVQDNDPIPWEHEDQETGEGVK
* hit, by the source's call.

Results for O=C(Cn1ncn2c(cc3sccc32)c1=O)NCc1ccccc1Cl ?
TEAD-YAP inh: 3; FBW7 act: -0.1; MITF primary: 5; GPR151 activ: 0.3

Results for C=CCSc1nnc(C)c(=O)n1N ?
TEAD-YAP inh: -4; FBW7 act: 0.0; MITF primary: -4; GPR151 activ: 0.8

Results for CCOc1c(C(C)C)cc(N)cc1C(C)C ?
TEAD-YAP inh: 9; FBW7 act: 0.0; MITF primary: -11; GPR151 activ: -2.1

What do the screens show for `C/C(CC(=O)NC(C)(C)C)=N\NC(=O)c1ccccc1N`?
TEAD-YAP inh: -64; FBW7 act: 0.0; MITF primary: -9; GPR151 activ: -0.4

Results for O=C(NNc1ccc([N+](=O)[O-])cc1)c1cccs1 ?
TEAD-YAP inh: 9; FBW7 act: 0.0; MITF primary: 5; GPR151 activ: -1.7

What do the screens show for `CC(=O)Nc1cc(N=Cc2cc([N+](=O)[O-])ccc2O)c(Cl)cc1Cl`?
TEAD-YAP inh: -1; FBW7 act: 0.3; MITF primary: 7; GPR151 activ: -1.2

How did CC1CCCCN1Cc1c(O)ccc2c3c(c(=O)oc12)CCC3 (stereo unspecified) do in these assays?
TEAD-YAP inh: -4; FBW7 act: 0.1; MITF primary: -11; GPR151 activ: -1.0

Results for COc1cc(OC)cc(C2C(C#N)=C(N)Oc3n[nH]c(C)c32)c1 (stereo unspecified) ?
TEAD-YAP inh: -1; FBW7 act: 0.7; MITF primary: 1; GPR151 activ: 1.7

How did O=C(Nc1ccc(Oc2ccc(Br)c3ccccc23)c(Cl)c1)c1cc2c(ccc3ccccc32)oc1=O do in these assays?
TEAD-YAP inh: 3; FBW7 act: 0.0; MITF primary: 6; GPR151 activ: 0.5

What do the screens show for `COC(=O)C1CSC(C(=O)OC)N1C(=O)Nc1c(C)cccc1C` (stereo unspecified)?
TEAD-YAP inh: -5; FBW7 act: -0.1; MITF primary: 7; GPR151 activ: 2.8

Results for CCOC(=O)N1CCN(C(=O)COc2ccc(CC)cc2Br)CC1 ?
TEAD-YAP inh: 2; FBW7 act: 0.2; MITF primary: 6; GPR151 activ: -0.2

How did CCOC(=O)N1CCN(C(=O)CSc2ncc(CO)n2Cc2ccc(OC)cc2)CC1 do in these assays?
TEAD-YAP inh: 2; FBW7 act: 0.0; MITF primary: -11; GPR151 activ: -0.4

Results for Clc1nc(NC2CCN(Cc3ccccc3)CC2)c2[nH]cnc2n1 ?
TEAD-YAP inh: -8; FBW7 act: 0.2; MITF primary: 18; GPR151 activ: 1.0

Results for Cc1ccc(N2C(=O)C3C4C=CC(CNC(=S)NCc5ccccc5)(O4)C3C2=O)cc1 (stereo unspecified) ?
TEAD-YAP inh: 2; FBW7 act: 0.6; MITF primary: -1; GPR151 activ: -0.6

What do the screens show for `O=C(Oc1ccc(N2C(=O)C3C4CCC(C4)C3C2=O)cc1)c1ccccc1Cl` (stereo unspecified)?
TEAD-YAP inh: -4; FBW7 act: -0.1; MITF primary: 6; GPR151 activ: 1.5

How did CCOc1ccc(CNC(=O)C2CCCN(c3nnc(N4CCCC4=O)s3)C2)cc1 (stereo unspecified) do in these assays?
TEAD-YAP inh: -10; FBW7 act: -0.2; MITF primary: -3; GPR151 activ: 2.2

How did Cc1cnc(NCCN2CCOCC2)nc1NC1CC1 do in these assays?
TEAD-YAP inh: -1; FBW7 act: -0.1; MITF primary: -7; GPR151 activ: 2.4

What do the screens show for `Cc1ccc2cc(CN(Cc3ccccc3)Cc3nnnn3CC3CCCO3)c(=O)[nH]c2c1` (stereo unspecified)?
TEAD-YAP inh: 2; FBW7 act: -0.1; MITF primary: 0; GPR151 activ: -0.8

How did Cc1cc(N)n2nc(C(F)(F)F)nc2n1 do in these assays?
TEAD-YAP inh: 0; FBW7 act: 0.0; MITF primary: 16; GPR151 activ: 1.2

What do the screens show for `COCC(=O)NC1(c2nnnn2-c2cccc(Cl)c2)CCCCC1`?
TEAD-YAP inh: -2; FBW7 act: -0.1; MITF primary: 9; GPR151 activ: -0.6

How did CSc1ccc(C=Nc2ccc(S(N)(=O)=O)cc2)cc1 do in these assays?
TEAD-YAP inh: 13; FBW7 act: 0.2; MITF primary: 8; GPR151 activ: 2.4

Results for O=C(Nc1cccc(C(=O)N2CCOCC2)c1)C(c1ccccc1)c1ccccc1 ?
TEAD-YAP inh: 3; FBW7 act: 0.2; MITF primary: -1; GPR151 activ: 0.4

What do the screens show for `COc1ccc(-c2noc(CCl)n2)cc1OC`?
TEAD-YAP inh: -12; FBW7 act: -0.1; MITF primary: -5; GPR151 activ: 1.6

How did Cc1c(C(=O)Nc2ccccc2F)sc2nc(C)n(C)c(=O)c12 do in these assays?
TEAD-YAP inh: -57; FBW7 act: 0.2; MITF primary: 16; GPR151 activ: -2.4

How did O=C(CSc1ccc(-c2ccncc2)nn1)Nc1cccc(F)c1 do in these assays?
TEAD-YAP inh: 8; FBW7 act: 0.1; MITF primary: 6; GPR151 activ: 0.0

Results for Cc1c(C(=O)NCc2ccc(F)cc2)oc2ccc(S(=O)(=O)N3CCOCC3)cc12 ?
TEAD-YAP inh: 4; FBW7 act: 0.3; MITF primary: 5; GPR151 activ: 0.3

What do the screens show for `COc1ccc(S(=O)(=O)CCC(=O)NC2CCCc3ccccc32)cc1` (stereo unspecified)?
TEAD-YAP inh: 4; FBW7 act: 0.7; MITF primary: 10; GPR151 activ: 0.0

Results for COc1ccc(Nc2nc(C(=O)N3CCCCC3)cs2)c(OC)c1 ?
TEAD-YAP inh: 1; FBW7 act: 0.0; MITF primary: 2; GPR151 activ: 0.8

Results for COc1cccc(C(=O)CN2CCC(S(=O)(=O)c3ccc(-c4ccco4)cc3)CC2)c1 ?
TEAD-YAP inh: 2; FBW7 act: -0.1; MITF primary: 11; GPR151 activ: -1.7

What do the screens show for `O=C(COc1ccc(Cl)cc1)NCCCN1CCOCC1`?
TEAD-YAP inh: 1; FBW7 act: 0.0; MITF primary: 10; GPR151 activ: -0.4

Results for CC(C)N(C(=O)C(=O)c1cccn1-c1ccccc1C#N)C(C)C ?
TEAD-YAP inh: -8; FBW7 act: 0.1; MITF primary: -1; GPR151 activ: 3.4

Results for O=C(/C=C/c1ccc(O)cc1)c1cccs1 ?
TEAD-YAP inh: -50; FBW7 act: 0.3; MITF primary: 19; GPR151 activ: -3.9

What do the screens show for `Cc1ccc(NC(=O)C2C3C=CC4(O3)C2C(=O)N(CCN2CCCCCC2)C4C(=O)NC2CCCCC2)cc1Cl` (stereo unspecified)?
TEAD-YAP inh: -2; FBW7 act: -0.2; MITF primary: -8; GPR151 activ: 1.4

What do the screens show for `CN(C(=O)c1c[nH]c2ccc(S(=O)(=O)N(C)c3ccc(Cl)cc3)cc2c1=O)C1CCCCC1`?
TEAD-YAP inh: 11; FBW7 act: 0.1; MITF primary: -16; GPR151 activ: 3.8

How did C=CCN1C(=O)S/C(=C/c2cc(Cl)ccc2OC)C1=O do in these assays?
TEAD-YAP inh: 9; FBW7 act: 0.1; MITF primary: 9; GPR151 activ: -0.3

What do the screens show for `O=C(COC(=O)CNC(=O)c1ccco1)Nc1ccc(Cl)cn1`?
TEAD-YAP inh: -11; FBW7 act: 0.1; MITF primary: -8; GPR151 activ: -1.3

What do the screens show for `O=C(c1ccccc1F)N1CCN(c2ccc([N+](=O)[O-])c(NC3CC3)c2)CC1`?
TEAD-YAP inh: 16; FBW7 act: -0.1; MITF primary: -2; GPR151 activ: 0.7

What do the screens show for `COCC(C)n1c(C)cc(C(=O)CSc2nnc(-c3ccco3)o2)c1C` (stereo unspecified)?
TEAD-YAP inh: -5; FBW7 act: -0.1; MITF primary: 8; GPR151 activ: 0.1

What do the screens show for `NC(=O)c1ccnc(N2CCN(c3ccccn3)CC2)c1`?
TEAD-YAP inh: -10; FBW7 act: 0.0; MITF primary: -7; GPR151 activ: -0.7

Results for COC(=O)C1=C(C)NC2=C(C(=O)c3ccccc32)C1c1ccc(OC)cc1OC (stereo unspecified) ?
TEAD-YAP inh: -5; FBW7 act: -0.4; MITF primary: 10; GPR151 activ: 0.9

What do the screens show for `CC(C)(C)c1ccc(C(=O)Nc2cc(C(=O)NCCSCc3ccccc3)ccc2N2CC3CC(C2)c2cccc(=O)n2C3)cc1` (stereo unspecified)?
TEAD-YAP inh: 1; FBW7 act: 0.0; MITF primary: -7; GPR151 activ: -1.5

How did COc1ccc(CC(=O)Nc2c3c(nn2-c2ccc(OC)cc2)CSC3)cc1 do in these assays?
TEAD-YAP inh: 14; FBW7 act: -0.1; MITF primary: 0; GPR151 activ: 0.6

How did Cc1cc(NC(=O)CSc2nc3ccccc3c(=O)n2CCCN2CCC(C)CC2)no1 do in these assays?
TEAD-YAP inh: -5; FBW7 act: -0.2; MITF primary: 10; GPR151 activ: 1.2

How did Cc1cc(C)c(NC(=O)C(=O)/C=C(\O)c2ccccc2)c(C)c1 do in these assays?
TEAD-YAP inh: -23; FBW7 act: 0.0; MITF primary: -13; GPR151 activ: -0.4

How did OCc1cc(Br)cc(CO)c1O do in these assays?
TEAD-YAP inh: 5; FBW7 act: 0.0; MITF primary: 10; GPR151 activ: 2.0

What do the screens show for `CC(=O)N=c1sc2cc(F)ccc2n1C`?
TEAD-YAP inh: 1; FBW7 act: 0.1; MITF primary: 6; GPR151 activ: 0.7

Results for COc1cccc(C(=O)Nc2ccc(-n3nncc3-c3ccc(Br)cc3)cc2)c1 ?
TEAD-YAP inh: 5; FBW7 act: -0.2; MITF primary: -8; GPR151 activ: 1.4

What do the screens show for `NC(=O)COc1ccc2oc3ccccc3c2c1`?
TEAD-YAP inh: -19; FBW7 act: -0.1; MITF primary: -1; GPR151 activ: 0.1

What do the screens show for `O=C(CNS(=O)(=O)c1ccccc1)OCc1csc(-c2ccccc2)n1`?
TEAD-YAP inh: -4; FBW7 act: 0.2; MITF primary: 17; GPR151 activ: -1.2

Results for CCc1ccc(S(=O)(=O)N2CCN(c3ccc4nnc(C5CC5)n4n3)CC2)s1 ?
TEAD-YAP inh: 9; FBW7 act: 0.5; MITF primary: 14; GPR151 activ: -0.7

What do the screens show for `COc1ccc(OCC(O)Cn2c(N3CCNCC3)nc3c2c(=O)n(C)c(=O)n3C)cc1` (stereo unspecified)?
TEAD-YAP inh: 6; FBW7 act: 0.0; MITF primary: 6; GPR151 activ: -1.8

How did CN1CCN(C(=O)C2(c3cccs3)CCOCC2)CC1 do in these assays?
TEAD-YAP inh: 4; FBW7 act: 0.3; MITF primary: 14; GPR151 activ: 0.0

Results for Cc1ccc2[nH]cc(C(=O)c3ccccc3)c(=O)c2c1 ?
TEAD-YAP inh: 11; FBW7 act: 0.2; MITF primary: -8; GPR151 activ: 0.5

Results for Cc1ccc(CN2CCN(/N=C\c3ccc(O)cc3O)CC2)cc1 ?
TEAD-YAP inh: 1; FBW7 act: 0.1; MITF primary: 24; GPR151 activ: 0.4

How did OC(c1ccccc1)c1nccn1Cc1ccccc1 (stereo unspecified) do in these assays?
TEAD-YAP inh: 4; FBW7 act: 0.6; MITF primary: 9; GPR151 activ: 1.3

What do the screens show for `CC1Cc2ccccc2N1CC(=O)Nc1ccc(Cl)cc1F` (stereo unspecified)?
TEAD-YAP inh: 7; FBW7 act: 0.1; MITF primary: 8; GPR151 activ: -2.2

What do the screens show for `O=C(CN1C(=O)CCc2ccccc21)NCCc1ccc(Cl)cc1`?
TEAD-YAP inh: -4; FBW7 act: -0.1; MITF primary: -9; GPR151 activ: -1.0

Results for CCCOc1ccc(-c2csc(NC(=O)c3ccc(S(=O)(=O)N(C)c4ccccc4)cc3)n2)cc1 ?
TEAD-YAP inh: -5; FBW7 act: 0.1; MITF primary: -8; GPR151 activ: -0.9

How did CCCCSc1nnc2c(n1)OC(c1ccccc1OCC(=O)OCC)Nc1ccccc1-2 (stereo unspecified) do in these assays?
TEAD-YAP inh: -23; FBW7 act: -0.1; MITF primary: -5; GPR151 activ: 5.1*

How did CC(=O)c1ccc(NC(=O)CSc2nnc3c4ccccc4n(C)c3n2)cc1 do in these assays?
TEAD-YAP inh: -6; FBW7 act: 0.1; MITF primary: -6; GPR151 activ: 1.3

Results for COc1ccc(O)c(C2=Nc3ccccc3N=C(c3cccc([N+](=O)[O-])c3)C2)c1 ?
TEAD-YAP inh: -37; FBW7 act: -0.2; MITF primary: 3; GPR151 activ: 0.3

What do the screens show for `COc1ccc(NC(=O)C2C3C=CC4(O3)C2C(=O)N(Cc2cccs2)C4C(=O)NC2CCCCC2)cc1` (stereo unspecified)?
TEAD-YAP inh: -6; FBW7 act: 0.3; MITF primary: 8; GPR151 activ: -2.1

Compounds were not picked by outcome. Share with any hit: about 3.4%.
